# Screens (PubChem BioAssay)
# IL1B secr inh – inhibitors of inflammasome signaling (IL-1 beta secretion); THP-1 LPS/ATP IL-1B secretion, AlphaLISA, 16 h; hits give low values; activity change, % at 57.5 µM; 4.7% of 360,000 active; AID 743279; in the data active = activity change below about -50%; inconclusive = mostly about -30% to -49%; also: % is scaled to controls: 0 for no effect and ±100 for the full control effect
#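 Secreted IL-1B measured by AlphaLISA bead assay after 16 h compound exposure of THP-1 cells; compounds (final up to 57.5 uM) added 1 h before LPS (250 ng/mL) and ATP (1.25 mM) stimulation; lower signal means less secretion.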
# ATXN2 expr inh – ATXN2 expression inhibition; HEK-293 ATXN2-luciferase reporter, luminescence, 24 h; Potency, µM (series often up to 57 µM), inactives show top-dose activity change, negative = inhibition, hits mostly inhibitors; 0.72% of 360,000 active; AID 1745845; also: potency is read from the fitted curve at half-maximal effect; % is scaled to controls: 0 for no effect and ±100 for the full control effect; nearly all actives have a fitted effect of over 55% in size
#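 ATXN2-luciferase reporter cells (luciferase flanked by upstream and downstream ATXN2 gene portions) were treated 24 h at 37 °C with compounds at up to 57 uM. SteadyGlo luminescence gave expression; GF-AFC fluorescence gave viability.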
# ATXN viability – cell viability loss in ATXN counter-screen | S2 cells (HEK-293 line with an ATXN2-luciferase reporter) viability, CellTiter-Fluor protease fluorescence, 24 h | Potency, µM (series often up to 56.7 µM), most hits filed as cytotoxic | 0.49% of 400,000 active | AID 651635; also: potency is read from the fitted curve at half-maximal effect; nearly all actives have a fitted effect of over 40% in size
# MCF10A rerep – inducers of DNA re-replication in MCF 10A breast cells. MCF 10A DNA re-replication, Hoechst nuclear intensity, 48 h. Potency, µM (top dose mostly 46.1 µM), without a hit: at the top dose activity, positive = re-replication, usual class: activators. 2.9% of 350,000 active; also: potency is read from the fitted curve at half-maximal effect; % of control where 0% means no effect; nearly all actives have a fitted effect of over 50% in size
# HepG2 tox – HepG2 cytotoxicity, counter-screen for TGF-b inhibitors; 0.76% of 410,000 active; Potency, µM (titrated, usually from 46.1 µM), for inactives: at the highest dose activity change, negative = cytotoxicity, hits mostly cytotoxic; HepG2 CAGA-GFP viability, ATP luminescence, 18 h; also: potency is read from the fitted curve at half-maximal effect; some results filed as inactive show a strong effect at the top dose
#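 HepG2 CAGA-GFP cells (1000/well, DMEM with 1% FBS) received compound, then TGF-beta at 500 pg/mL final, and were incubated 18 hours at 37 degrees C. Viability was read by CellTiter-Glo luminescence. Media-only wells were set as complete cell-killing and DMSO as no toxicity.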
# Nrf2 activator – activators of Nrf2 (ARE) signaling | AREc32 ARE-luciferase reporter (MCF7-derived line), luminescence, 24 h | Potency, µM (top dose mostly 46.1 µM), inactives show at the highest dose activation, hits mostly activators | 0.31% of 410,000 active | AID 624171; also: potency is read from the fitted curve at half-maximal effect; % of control where 0% means no effect; nearly all actives have a fitted effect of over 65% in size
#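 ARE-driven firefly luciferase activity in AREc32 cells measured after a 24 hr compound exposure at 37 deg C, using Steady-Glo reagent and a 30 min room-temperature hold.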
# A549 viability – A549 cytotoxicity, counter-screen for Nrf2 inhibitors; A549 ARE-Fluc cells, CellTiter-Fluor viability, 18-24 h; Potency, µM (top dose mostly 46 µM), for inactives: at the top dose activity change, negative = cytotoxicity, most hits filed as inhibitors; 0.16% of 390,000 active; also: potency is read from the fitted curve at half-maximal effect; % is scaled to controls: 0 for no effect and ±100 for the full control effect
#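 A549 ARE_Fluc cells in 5% FBS OPTI-MEM were exposed to compounds in concentration-response for 18-24 h at 37 deg C. Viability was read by CellTiter-Fluor fluorescence (Ex 405/Em 525) after 30 min, before the luciferase read.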
# TGFb inhibitor – TGF-b pathway inhibition. Potency, µM (top dose mostly 46.1 µM), for the others: at the top dose activity, negative = inhibition, actives largely listed as inhibitors. 1.2% of 410,000 active. HepG2 CAGA-GFP TGF-b/SMAD3 reporter, GFP fluorescence, 18 h; TGF-beta stimulated, 500 pg/mL final; also: potency is read from the fitted curve at half-maximal effect; % is scaled to controls: 0 for no effect and ±100 for the full control effect; nearly all actives have a fitted effect of over 65% in size
#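 HEPG2 CAGA-GFP, 1000 cells/well; 2 h settle, 37 C; cpd via pin tool; TGF-b 500 pg/mL final; 18 h, 37 C; GFP imaging ex488/em500-530; %Activity normalised to -TGF-b and +DMSO controls; CRC fit, curve class.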
# Nrf2 block – blocks Nrf2 signaling | 2.1% of 360,000 active | A549 ARE-Fluc reporter, luciferase luminescence, 18-24 h | AID 504444 | Potency, µM (doses to about 46 µM), for inactives: at the top dose activity change, negative = inhibition, hits mostly inhibitors; also: potency is read from the fitted curve at half-maximal effect; % is scaled to controls: 0 for no effect and ±100 for the full control effect; nearly all actives have a fitted effect of over 60% in size
#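 Two sequential reads on A549 ARE_Fluc cells exposed to compound for 18-24 h: a CellTiter-Fluor fluorescence read for viability, then a luciferase luminescence read for Nrf2/ARE activity.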
# The depositor's hits bear a star; i = inactive; ? = inconclusive; . = no result given; & = joins results of further samples; [ ] = another dose, or the depositor's remark. Unless noted, calls follow the shape of the dose curve; as a rule, active = well fitted curve in the direction sought with a large enough effect; inconclusive = small, poorly fitted or top-dose-only effect, or another doubt; inactive = no such curve, though single readings can be large; an effect the other way counts as inactive or inconclusive. Random draw from the library, and some 8.8% of all compounds hit somewhere here.
SMILES,IL1B secr inh,ATXN2 expr inh,ATXN viability,MCF10A rerep,HepG2 tox,Nrf2 activator,A549 viability,TGFb inhibitor,Nrf2 block
CC(C)CNC(=O)/C(C#N)=C1\N=C(NC(=O)c2ccco2)c2ccccc21,0,11%,i,1%,-1%,0.2%,-21%,11%,?
CCc1ccccc1Nc1cc(C(=O)NCc2ccc(C)cc2)c2ccccc2n1,.,-8%,i,.,-33%,3.6%,-4%,-17%,?
CC(C)Nc1ncnc2c1ncn2[C@H]1CN(Cc2ccc(Cl)cc2)C[C@@H](CO)O1,2,-8%,i,.,4%,5.5%,.,-7%,.
COc1cc2c(cc1OC)C(C)N(C(=O)c1cccc([N+](=O)[O-])c1)CC2 (stereo unspecified),-53*,1%,i,17%,-28%,0.1%,1%,-12%,?
O=C1C[C@@H]2c3c(cccc3CN1Cc1ccc(Br)cc1)C[C@@H](O)[C@H]2O,-3,8%,i,3%,-5%&7%,0.1%,-2%,1%&-4%,-2%
O=C(CSc1nc2ccccc2n1CC(=O)N1CCCCC1)N1CCCCC1,-8,-5%,?,1%,15%,0.1%,-11%,8%,-27%
COc1ccccc1CC(NC(C)=O)C(=O)NC1CCN(S(=O)(=O)c2ccccc2)CC1 (stereo unspecified),-5,-16%,i,-4%,-5%,0.2%,-1%,3%,8%
CC1Cc2ccccc2N1C(=O)COC(=O)Cn1cnc2ccccc2c1=O (stereo unspecified),22,0%,i,9%,-24%,0.3%,-1%,0%,3%
CC(=O)Nc1ccc(NC2CCCCC2NS(=O)(=O)c2ccccc2)cc1 (stereo unspecified),2,10%,i,0%,6%,-0.1%,-4%,-3%,-10%
CN(C)c1nc(N)nc(CSc2nnnn2-c2cccc3ccccc23)n1,30,-23%,i,?,-26%,0.1%,-17%,?,6.5µM*
O=C1OCC(CO)(CO)N=C1NNc1ccccc1[N+](=O)[O-],-14,-1%,i,8%,6%,2.3%,-5%,4%,3%
Cc1cc(C)c2[nH]c(O)c(N=NC3=NC(=O)CS3)c2c1,-7,.,?,0%,-11%,-0.5%,-25%,-26%,-9%
CC(C(=O)C12CC3CC(CC(C3)C1)C2)N1CCOCC1 (stereo unspecified),18,0%,?,?,-3%,-0.9%,-1%,0%,0%
Cc1c(Br)c([N+](=O)[O-])nn1CCCC(=O)N1CCN(c2ccccc2)CC1,0,3%,i,-37%[inhibitor],12%,-0.4%,-3%,1%,3%
CC(C)N(Cc1ccccc1)C(=O)CN1C(=O)COc2ccc(S(=O)(=O)N3CCCCCC3)cc21,-21,-10%,?,9%,1%&-26%,0.4%&-0.1%,-15%&-14%,?,?
COc1ccc(S(=O)(=O)N2CCN(C(=S)NC3CCCCC3)CC2)cc1,-7,-32%,i,-9%,3%,-0.3%,-2%,4%,2%
CCOC(=O)NC(=O)CSc1cc(C)c2cc(C)cc(C)c2n1,7,-10%,i,26%,-7%,-0.3%,10%,12%,-24%
CCOc1ccccc1NC(=O)c1ccccc1-c1nc(-c2ccccc2OC)no1,-4,?,?,?,-2%,6.9%,4%,30%,.
COCCCNc1nc2c(-c3ccc(Cl)cc3)nnn2c2ccccc12,39,1%,i,?,13%,4.0%,18%,-4%,16%
COc1ccc(N2CCN(C(=O)c3cc4c(-c5ccccc5F)nn(C)c4s3)CC2)cc1,.,-29%,i,.,-23%,-0.2%,-2%,?,?

# Shown with tabs: entries from further up.
SMILES	IL1B secr inh	ATXN2 expr inh	ATXN viability	MCF10A rerep	HepG2 tox	Nrf2 activator	A549 viability	TGFb inhibitor	Nrf2 block
O=C(CSc1nc2ccccc2n1CC(=O)N1CCCCC1)N1CCCCC1	-8	-5%	?	1%	15%	0.1%	-11%	8%	-27%
COc1ccccc1CC(NC(C)=O)C(=O)NC1CCN(S(=O)(=O)c2ccccc2)CC1 (stereo unspecified)	-5	-16%	i	-4%	-5%	0.2%	-1%	3%	8%
CC1Cc2ccccc2N1C(=O)COC(=O)Cn1cnc2ccccc2c1=O (stereo unspecified)	22	0%	i	9%	-24%	0.3%	-1%	0%	3%
CC(=O)Nc1ccc(NC2CCCCC2NS(=O)(=O)c2ccccc2)cc1 (stereo unspecified)	2	10%	i	0%	6%	-0.1%	-4%	-3%	-10%
CN(C)c1nc(N)nc(CSc2nnnn2-c2cccc3ccccc23)n1	30	-23%	i	?	-26%	0.1%	-17%	?	6.5µM*
O=C1OCC(CO)(CO)N=C1NNc1ccccc1[N+](=O)[O-]	-14	-1%	i	8%	6%	2.3%	-5%	4%	3%
Cc1cc(C)c2[nH]c(O)c(N=NC3=NC(=O)CS3)c2c1	-7	.	?	0%	-11%	-0.5%	-25%	-26%	-9%
CC(C(=O)C12CC3CC(CC(C3)C1)C2)N1CCOCC1 (stereo unspecified)	18	0%	?	?	-3%	-0.9%	-1%	0%	0%
Cc1c(Br)c([N+](=O)[O-])nn1CCCC(=O)N1CCN(c2ccccc2)CC1	0	3%	i	-37%[inhibitor]	12%	-0.4%	-3%	1%	3%
CC(C)N(Cc1ccccc1)C(=O)CN1C(=O)COc2ccc(S(=O)(=O)N3CCCCCC3)cc21	-21	-10%	?	9%	1%&-26%	0.4%&-0.1%	-15%&-14%	?	?
COc1ccc(S(=O)(=O)N2CCN(C(=S)NC3CCCCC3)CC2)cc1	-7	-32%	i	-9%	3%	-0.3%	-2%	4%	2%
CCOC(=O)NC(=O)CSc1cc(C)c2cc(C)cc(C)c2n1	7	-10%	i	26%	-7%	-0.3%	10%	12%	-24%
CCOc1ccccc1NC(=O)c1ccccc1-c1nc(-c2ccccc2OC)no1	-4	?	?	?	-2%	6.9%	4%	30%	.

# Other results
SMILES,IL1B secr inh,ATXN2 expr inh,ATXN viability,MCF10A rerep,HepG2 tox,Nrf2 activator,A549 viability,TGFb inhibitor,Nrf2 block
COc1ccc2c(c1)C(C)=CC(C)(C)N2S(=O)(=O)c1ccc(C)cc1,69,?,?,?,-9%,3.8%,?,?,?
COc1ccc(C(=O)OCC(=O)NC2CCCCCCC2)cc1OC,3,5%,i,15%,-14%,0.1%,0%,4%,11%
CCCN1Cc2cccc(C(=O)N3CCN(c4ccc(OC)cc4)CC3)c2C1=O,-5,-15%,i,4%,-14%,-0.6%,9%,-12%,5%
CC(C)(C)N1C(=O)c2ccc(C(=O)NCc3ccco3)cc2C1=O,-58*,0%,i,26%,-6%,12%,-8%,8%,-4%
CC1(C)Cc2c(sc(NC(=O)C(=O)NCC3CCCO3)c2C(=O)O)CO1 (stereo unspecified),-3,.,i,-5%,-19%,0.5%,2%,-13%,9%
CN1CCC(N(C)C(=O)COc2ccccc2-c2ccccc2)CC1,24,1%,i,?,-5%,0.2%,3%,5%,7%
COc1ccc2ccc(C(C)(C(C)=O)C(=O)OC(C)C)cc2c1 (stereo unspecified),39,-7%,i,-2%,-11%,-0.6%,7%,-3%,-18%
Cc1cc(S(=O)(=O)Nc2ccc(C(=O)N3CC(C)OC(C)C3)cc2)ccc1F (stereo unspecified),-4,-14%,i,11%,-4%,0.0%,-5%,13%,?
COC(=O)Cc1c(C)c2cc(Cl)c(OC(=O)c3ccco3)cc2oc1=O,0,-5%,?,?,-11%,4.1%,-12%,7%,11%
CC(C)C(C(=O)NCc1ccco1)N(CC1CCCO1)C(=O)CNS(=O)(=O)c1ccccc1 (stereo unspecified),5,-16%,?,4%,9%,3.3%,-4%,-2%,13%
C=CC(c1ccccc1)C(C(=O)c1ccccc1)N(C)C (stereo unspecified),17,6%[11.3 µM],?,-1%,2%,0.0%,2%,1%,0%
COc1cc(OC)c(N(C)S(=O)(=O)c2cccc(C(=O)OCC(=O)N(C)Cc3ccccc3)c2)cc1Cl,0,-4%,i,2%,-5%,0.0%,1%,-19%,7%
COC(=O)c1c(NC(=O)CSc2nc3ccccc3c(=O)n2-c2ccccc2)sc(C)c1C,8,-16%[11.3 µM],i,4%,-3%,-0.9%,1%,-3%,-2%
NC(=O)CSc1nc2c(c(=O)n1-c1ccccc1)C1(CCCCC1)Cc1ccccc1-2,-53*,0%,?,?,-2%,0.1%,-15%,-21%,?
COc1ccc(-c2noc(CN(C(=O)c3cccs3)C(C)C)n2)cc1,0,-12%,i,1%,3%,6.6%,0%,-18%,?
O=C(c1ccc(Cl)cc1)C1CCCN(Cc2cnn(-c3ccccc3)c2)C1 (stereo unspecified),-98*,?,i,?,-23%,3.3%,?,?,?
CCCn1c(=N)c(S(=O)(=O)c2ccc(F)cc2)cc2c(=O)n3cccc(C)c3nc21,0,9%,i,5.2µM*,5%,-0.5%,-4%,3%,-20%
CCC(C(=O)OCC(=O)NC1CCS(=O)(=O)C1)c1ccccc1 (stereo unspecified),4,-7%,i,2%,6%,-0.1%,-8%,-2%,-6%
O=C(Nc1nc(-c2cccs2)cs1)c1ccco1,-10,.,i,?,-41%,13µM*,6%,-22%,?
O=c1cc(-c2ccc(F)cc2)[nH][nH]1,15,0%,i,-112%[inhibitor],21%,21%,8%,-3%,0%
COc1ccc(C(=O)Nc2nc3ccccc3[nH]2)cc1,-1,?,i,0%,-124%,-2.1%,1%,10%,?
CC(O)c1nc2c(c(=O)n(C)c(=O)n2C)n1C (stereo unspecified),-15,.,?,5%,3%,-0.4%,-2%,-4%,1%
Cc1cccc(-c2n[nH]c(=S)n2Cc2ccccc2)c1,13,7%,i,6%,-15%,0.3%,-4%,-1%,-3%
CCOc1ccc(C2CC(=O)N(c3cccc(F)c3)C3=C2C(=O)OC3)cc1 (stereo unspecified),.,1%,i,.,0%,0.5%,1%,1%,6%
